# Salmonella PhoP GFP = PhoP-dependent GFP reporter repression – Salmonella Typhimurium, primary screen (AID 1863); S. Typhimurium PhoP-regulated promoter GFP reporter, 4 h; higher % means a stronger effect; inhibition, % at 50 µM; hits with a dose series show IC50 in µM; 300,000 compounds, 0.16% hits;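 active = inhibition over 29.93%, a cutoff 3 SD above the screen mean, later confirmed by dose response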;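 note: 0% = low Mg2+ inducing control and 100% = high Mg2+ repressing control; strong numbers were not always called active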
# T cell HTS = T cell immune modulation candidate. 2C CD8+ T cell-vesicle binding, flow cytometry; active compounds read low. 330,000 compounds, 0.068% hits. calls only at 7 µM;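 active = response, share of CD8 T cells binding vesicles, and their 90th percentile fluorescence all below set limits, cut at about 80% in these data, passing the limit was not always enough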
#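 Benchmarks: naked versus QL9-loaded vesicles / Assay system: purified 2C TCR transgenic mouse naive CD8+ T cells / Technique: high-throughput flow cytometry with anti-B7-1 and anti-CD8 staining / Timing: Cell–vesicle co-incubation 1.5 h at 37 °C, staining 20 min on ice / Read-out: percent CD8+ FL2 mean versus row control / Probe or stimulus: QL9-loaded Drosophila micro-vesicles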
# GPR35 arrestin U2OS = inhibition of zaprinast-stimulated GPR35 beta-arrestin translocation – imaging, U2OS, beta-arrestin-GFP, zaprinast agonist, primary screen (AID 2058). U2OS GPR35 beta-arrestin-GFP translocation imaging, zaprinast antagonism; higher % means a stronger effect. inhibition, % at 10 µM, or IC50 in µM where a hit was titrated. 290,000 compounds, 0.052% hits;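 active = inhibition of at least 50% with at least 30 cells and total cytoplasm GFP at most 10,000,000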
# NTR1 ag = agonists of NTR1, primary screen, imaging, U2OS cells, beta-arrestin-GFP, high content (AID 493036) | P30989 | NTR1-U2OS beta-arrestin-GFP spot imaging, agonist mode | activation, % at 20 µM | 330,000 compounds, 0.17% hits;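 active = activation at or above 40% of the spot to cytoplasm intensity ratio, with at least 20 cells analyzed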;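 note: 0% = DMSO without peptide and 100% = 100 nM NTR1 peptide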
# Target sequence (P30989 whole entry, looked up): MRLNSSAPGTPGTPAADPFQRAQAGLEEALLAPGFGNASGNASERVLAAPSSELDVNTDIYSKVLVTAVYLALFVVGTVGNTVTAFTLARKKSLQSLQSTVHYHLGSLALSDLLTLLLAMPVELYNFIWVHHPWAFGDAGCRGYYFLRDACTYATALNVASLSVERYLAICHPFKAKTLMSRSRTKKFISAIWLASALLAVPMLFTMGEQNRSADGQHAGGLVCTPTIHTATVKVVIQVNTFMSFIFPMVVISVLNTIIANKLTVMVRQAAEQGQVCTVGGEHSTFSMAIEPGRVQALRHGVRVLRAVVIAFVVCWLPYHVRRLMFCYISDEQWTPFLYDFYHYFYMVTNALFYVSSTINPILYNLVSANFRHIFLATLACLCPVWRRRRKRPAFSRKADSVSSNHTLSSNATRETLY
# GPR55 activation = selective activators of receptor GPR55 – imaging, U2OS cells, beta-arrestin-GFP redistribution, primary screen (AID 1961) | U2OS GPR55 beta-arrestin-GFP redistribution imaging; higher % means a stronger effect | activation, % at 10 µM, or EC50 in µM where a hit was titrated | 290,000 compounds, 0.048% hits;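 active = activation above 40% with more than 50 cells counted in the well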;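 note: U2OS osteosarcoma cells stably expressing GPR55 and beta-arrestin-GFP; plate controls were DMSO negative control for no effect and LPI positive control for full effect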
# GPR55 antagonists = GPR55 antagonists blocking LPI-driven arrestin recruitment, primary screen, imaging, U2OS, beta-arrestin-GFP, LPI agonist (AID 2013) | U2OS GPR55 beta-arrestin-GFP translocation imaging, LPI antagonism; higher % means a stronger effect | inhibition, % at 10 µM; hits with a dose series show IC50 in µM | 290,000 compounds, 0.13% hits;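 active = spots per cell inhibited over 60%, with over 100 cells counted and total cytoplasm intensity under 500,000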;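 note: U2OS cells stably carrying GPR55 and arrestin-GFP stimulated by 5 µM LPI near EC80; imaged beta-arrestin-GFP aggregate spots per cell after agonist stimulation; plate controls were LPI-stimulated DMSO wells for no effect and DMSO wells without LPI for full effect; some results filed as inactive read as strong as hits; confirmed hits need IC50 under 10 µM and bright autofluorescent wells are also inconclusive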
# KOR beta-arrestin-1 = KOR agonists, beta-arrestin recruitment, primary screen, cell-based, luminescence, uHTS (AID 1777); KOR beta-arrestin recruitment, luminescence; higher % means a stronger effect; activation, % at 10 µM, or EC50 in µM where a hit was titrated; 280,000 compounds, 0.02% hits; in the data active = activation above about 50%, passing the limit was not always enough; note: a part of the inactive calls stands beside numbers as strong as those of hits
# West Nile antiviral = inhibition of WNV-induced cytopathic effect – cell-based, CPE readout (AID 1621). West Nile virus-infected cells, CPE inhibition; higher % means a stronger effect. CPE inhibition, % at 10 µM; hits with a dose series show IC50 in µM. 290,000 compounds, 0.02% hits; in the data active = a potency from the dose series; note: strong numbers were not always called active
# KOR beta-arrestin-2 = KOR antagonists, beta-arrestin recruitment, cell-based, luminescence, uHTS (AID 1778) | 290,000 compounds, 0.091% hits | KOR beta-arrestin recruitment, luminescence, antagonist mode; higher % means a stronger effect | inhibition, % at 10 µM, or IC50 in µM where a hit was titrated; in the data active = inhibition above about 50%; note: strong numbers were not always called active
# T cell HTS vesicle-bound % = second read-out of T cell HTS, no call of its own (marks repeat the call); double positive events, %; measured here: CD8+ vesicle-bound cell fraction;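 binding gate set so that unloaded-vesicle control wells show 10% double positive cells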
# NTR1 ag cell count 20 µM = second read-out of NTR1 ag, no call of its own (marks repeat the call); cell count; measured here: cell count, cytotoxicity flag
# Active calls of the source: *; i = inactive; nt = no result given; [ ] = another dose, or the depositor's remark.
# Labels used below – A = Salmonella PhoP GFP; B = T cell HTS; C = T cell HTS vesicle-bound %; D = GPR35 arrestin U2OS; E = NTR1 ag; F = NTR1 ag cell count 20 µM; G = GPR55 activation; H = GPR55 antagonists; I = KOR beta-arrestin-1; J = West Nile antiviral; K = KOR beta-arrestin-2
1) O=C(CCN1C(=O)c2ccccc2C1=O)Nc1ccc(F)cc1F
  A: 8%; B: i; C: 28; D: 1%; E: 0.5; F: 92; G: 0.3%; H: 4%; I: 0.6%; J: 2.6%; K: 15%
2) CC(C)Oc1cccc(C(=O)Nc2ccc(NC(=O)c3ccco3)cc2)c1
  A: -2%; B: i; C: 33; D: -1%; E: 1.8; F: 62; G: -0.2%; H: 0%; I: -6.4%; J: 0.7%; K: -50%
3) Cc1ccc(-c2ccc(C)c(N)c2C)c(C)c1N
  A: -6%; B: i; C: 14; D: -8%; E: -0.7; F: 27; G: 0.9%; H: 6%; I: 2.4%; J: -0.4%; K: -20%
4) CCC(C)NC(=O)C1CCN(S(=O)(=O)c2ccc(-n3cnnn3)cc2)CC1 (stereo unspecified)
  A: -1%; B: i; C: 23; D: 6%; E: -0.5; F: 50; G: 0.3%; H: 3%; I: -2.7%; J: 0.3%; K: -1%
5) C=CC1CN(CC(=O)OC)S(=O)(=O)c2ccccc21 (stereo unspecified)
  A: -4%; B: i; C: 21; D: -8%; E: 0.1; F: 66; G: 0.3%; H: -9%; I: 0.0%; J: 0.5%; K: -4%
6) Cc1ccc(S(=O)(=O)N(Cc2ccc(F)cc2)Cc2ccco2)cc1
  A: 4%; B: i; C: 36; D: -3%; E: 2.5; F: 62; G: -0.2%; H: -2%; I: 9.3%; J: -0.4%; K: -14%
7) CC(C)(C)NC(=O)COC(=O)C1c2ccccc2Oc2ccccc21
  A: 3%; B: i; C: 35; D: 1%; E: 0.1; F: 46; G: 0.2%; H: 3%; I: -3.3%; J: 1.0%; K: 6%
8) Cc1cccc(C)c1NC(=O)C(=O)NCCOc1ccc(Cl)cc1
  A: 5%; B: i; C: 3; D: -13%; E: -0.6; F: 99; G: -0.1%; H: -8%; I: 4.3%; J: -1.2%; K: 1%
9) COc1ccc(NC(=O)c2ccccc2S(=O)c2ccccc2C#N)cc1 (stereo unspecified)
  A: 10%; B: i; C: 50; D: -20%; E: nt; F: nt; G: 0.2%; H: 10%; I: -6.9%; J: 0.0%; K: 17%
10) CCC(=O)Nc1ccc(N2CCN(Cc3ccccc3)CC2)cc1
  A: 2%; B: i; C: 45; D: -4%; E: -1.8; F: 42; G: 0.1%; H: 10%; I: 2.4%; J: 0.1%; K: 22%
11) CCOC(=O)CC1C(=O)NCCN1S(=O)(=O)c1ccc(Br)cc1 (stereo unspecified)
  A: 6%; B: i; C: 40; D: -6%; E: -1.1; F: 68; G: -0.1%; H: -5%; I: -2.5%; J: -0.4%; K: -5%[20 µM]
12) CC(OC(=O)c1ccco1)C(=O)NC1CCCC1 (stereo unspecified)
  A: 1%; B: i; C: 18; D: 9%; E: 0.3; F: 43; G: nt; H: 1%; I: -0.9%; J: 0.0%; K: -28%
13) COC(=O)[C@H](CCSC)NC(=O)Nc1ccc(C(C)C)cc1
  A: -15%; B: i; C: 41; D: 5%; E: 0.4; F: 55; G: -0.1%; H: -8%; I: 2.0%; J: 0.1%; K: 16%
14) Cc1cccc(-n2c(N)cc(=O)nc2SC(C)C(=O)NC2CCCCC2)c1 (stereo unspecified)
  A: 26%; B: nt; C: nt; D: 5%; E: nt; F: nt; G: -0.4%; H: 8%; I: 4.5%; J: 0.2%; K: -20%
15) CN(C)c1ccc(NC(=O)c2ccc(N3CCOCC3)nc2)cc1
  A: 2%; B: i; C: 11; D: -4%; E: 1.3; F: 75; G: -0.2%; H: 14%; I: 5.4%; J: -0.2%; K: 7%

# Results in KOR beta-arrestin-1 and West Nile antiviral, for 2 of the compounds above:
No. | SMILES | KOR beta-arrestin-1 | West Nile antiviral
12 | CC(OC(=O)c1ccco1)C(=O)NC1CCCC1 (stereo unspecified) | -0.9% | 0.0%
1 | O=C(CCN1C(=O)c2ccccc2C1=O)Nc1ccc(F)cc1F | 0.6% | 2.6%

# A draw from above in order of molecular weight, rising.
# Labels used below – A = Salmonella PhoP GFP; B = T cell HTS; C = T cell HTS vesicle-bound %; D = GPR35 arrestin U2OS; E = NTR1 ag; F = NTR1 ag cell count 20 µM; G = GPR55 activation; H = GPR55 antagonists; I = KOR beta-arrestin-1; J = West Nile antiviral; K = KOR beta-arrestin-2
12) CC(OC(=O)c1ccco1)C(=O)NC1CCCC1 (stereo unspecified)
  A: 1%; B: i; C: 18; D: 9%; E: 0.3; F: 43; G: nt; H: 1%; I: -0.9%; J: 0.0%; K: -28%
10) CCC(=O)Nc1ccc(N2CCN(Cc3ccccc3)CC2)cc1
  A: 2%; B: i; C: 45; D: -4%; E: -1.8; F: 42; G: 0.1%; H: 10%; I: 2.4%; J: 0.1%; K: 22%
13) COC(=O)[C@H](CCSC)NC(=O)Nc1ccc(C(C)C)cc1
  A: -15%; B: i; C: 41; D: 5%; E: 0.4; F: 55; G: -0.1%; H: -8%; I: 2.0%; J: 0.1%; K: 16%
15) CN(C)c1ccc(NC(=O)c2ccc(N3CCOCC3)nc2)cc1
  A: 2%; B: i; C: 11; D: -4%; E: 1.3; F: 75; G: -0.2%; H: 14%; I: 5.4%; J: -0.2%; K: 7%
1) O=C(CCN1C(=O)c2ccccc2C1=O)Nc1ccc(F)cc1F
  A: 8%; B: i; C: 28; D: 1%; E: 0.5; F: 92; G: 0.3%; H: 4%; I: 0.6%; J: 2.6%; K: 15%
7) CC(C)(C)NC(=O)COC(=O)C1c2ccccc2Oc2ccccc21
  A: 3%; B: i; C: 35; D: 1%; E: 0.1; F: 46; G: 0.2%; H: 3%; I: -3.3%; J: 1.0%; K: 6%
6) Cc1ccc(S(=O)(=O)N(Cc2ccc(F)cc2)Cc2ccco2)cc1
  A: 4%; B: i; C: 36; D: -3%; E: 2.5; F: 62; G: -0.2%; H: -2%; I: 9.3%; J: -0.4%; K: -14%
2) CC(C)Oc1cccc(C(=O)Nc2ccc(NC(=O)c3ccco3)cc2)c1
  A: -2%; B: i; C: 33; D: -1%; E: 1.8; F: 62; G: -0.2%; H: 0%; I: -6.4%; J: 0.7%; K: -50%
4) CCC(C)NC(=O)C1CCN(S(=O)(=O)c2ccc(-n3cnnn3)cc2)CC1 (stereo unspecified)
  A: -1%; B: i; C: 23; D: 6%; E: -0.5; F: 50; G: 0.3%; H: 3%; I: -2.7%; J: 0.3%; K: -1%

# (cont.)
# Labels used below – A = Salmonella PhoP GFP; B = T cell HTS; C = T cell HTS vesicle-bound %; D = GPR35 arrestin U2OS; E = NTR1 ag; F = NTR1 ag cell count 20 µM; G = GPR55 activation; H = GPR55 antagonists; I = KOR beta-arrestin-1; J = West Nile antiviral; K = KOR beta-arrestin-2
16) COC(=O)c1cccc(NS(=O)(=O)c2ccc(OC)c(OC)c2)c1C
  A: 5%; B: i; C: 25; D: -4%; E: -0.8; F: 37; G: -0.1%; H: 2%; I: 0.5%; J: -0.8%; K: 5%
17) Cn1ncc([N+](=O)[O-])c1C(=O)Nc1nccs1
  A: 4%; B: i; C: 21; D: -13%; E: 2.5; F: 65; G: -0.3%; H: 0%; I: 2.3%; J: 0.8%; K: 10%
18) CCOC(=O)N/N=C\c1ccc([N+](=O)[O-])o1
  A: -43%; B: i; C: 12; D: 12%; E: -0.6; F: 47; G: -0.1%; H: nt; I: 1.3%; J: -0.6%; K: 8%
19) CC1=CC2=NC(=O)CC(C)(C(=O)N(CC(=O)NC(C)(C)C)Cc3cccs3)N2C=C1 (stereo unspecified)
  A: 3%; B: i; C: 59; D: 17%; E: -0.8; F: 50; G: 0.5%; H: 1%; I: -1.2%; J: 0.3%; K: -9%
20) CCOC(=O)CSc1nnc([C@H](C)NC(=O)OC(C)(C)C)o1
  A: -11%; B: i; C: 37; D: -19%; E: 0.5; F: 52; G: -0.1%; H: 5%; I: -3.9%; J: -0.2%; K: 38%
21) Cc1nn(-c2ccccc2)c(C)c1C(=O)NNC(=O)C(F)(F)F
  A: -5%; B: i; C: 14; D: 4%; E: 0.6; F: 44; G: 0.6%; H: 6%; I: nt; J: 0.3%; K: 10%
22) O=C(O)C1CC=CCC1C(=O)NCCc1ccccc1 (stereo unspecified)
  A: 19%; B: i; C: 16; D: 13%; E: -1.1; F: 85; G: -0.2%; H: -6%; I: -0.3%; J: 0.5%; K: -5%
23) CCc1c(C)nc(SCC(=O)Nc2cccc(Br)c2)[nH]c1=O
  A: -8%; B: i; C: 34; D: -7%; E: 1.4; F: 52; G: 0.0%; H: -8%; I: -0.2%; J: 0.6%; K: 7%
24) O=C(Nc1ccc(F)cc1)Nc1ccc(N2CCCC2)c(S(=O)(=O)Nc2ccccc2Cl)c1
  A: 24%; B: i; C: 24; D: -8%; E: 10; F: 61; G: 0.0%; H: 11%; I: 3.4%; J: -1.7%; K: -37%

# Screening results from PubChem BioAssay.
